# RBX1-CUL1 inh: inhibitors of human ROC1-CUL1 ubiquitin ligase activity. P62877+Q13616. in vitro K48 di-Ub FRET, acceptor:donor ratio, 45 min. inhibition, % at 10 µM. actives 0.6% (n = 140,000); in the data active = inhibition above about 25%
# Target sequence (P62877 whole entry, looked up): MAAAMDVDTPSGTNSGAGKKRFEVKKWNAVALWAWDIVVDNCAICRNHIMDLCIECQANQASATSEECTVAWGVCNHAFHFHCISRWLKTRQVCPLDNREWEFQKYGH
# Target sequence (Q13616 whole entry, looked up): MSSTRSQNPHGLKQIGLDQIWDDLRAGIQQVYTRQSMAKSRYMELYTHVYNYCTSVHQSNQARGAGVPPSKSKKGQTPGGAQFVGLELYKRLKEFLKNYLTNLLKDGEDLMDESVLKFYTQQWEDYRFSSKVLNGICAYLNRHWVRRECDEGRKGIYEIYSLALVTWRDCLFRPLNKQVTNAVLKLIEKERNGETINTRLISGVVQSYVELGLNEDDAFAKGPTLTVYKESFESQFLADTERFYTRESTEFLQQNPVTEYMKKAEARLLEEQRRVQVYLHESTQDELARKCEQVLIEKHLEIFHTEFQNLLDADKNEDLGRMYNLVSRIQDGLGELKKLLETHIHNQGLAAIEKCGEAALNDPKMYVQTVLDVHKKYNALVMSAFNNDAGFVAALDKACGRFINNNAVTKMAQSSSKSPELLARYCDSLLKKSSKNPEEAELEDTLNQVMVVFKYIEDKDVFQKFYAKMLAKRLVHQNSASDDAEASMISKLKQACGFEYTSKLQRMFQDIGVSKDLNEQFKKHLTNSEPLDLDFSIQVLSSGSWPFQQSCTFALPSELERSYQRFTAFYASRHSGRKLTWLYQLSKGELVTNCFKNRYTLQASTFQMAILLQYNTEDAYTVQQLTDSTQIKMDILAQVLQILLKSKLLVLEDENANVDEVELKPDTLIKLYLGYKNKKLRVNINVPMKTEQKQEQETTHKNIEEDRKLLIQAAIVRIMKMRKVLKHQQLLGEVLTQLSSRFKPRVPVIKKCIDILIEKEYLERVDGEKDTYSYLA
# * = called active by the depositor.
SMILES,RBX1-CUL1 inh
COc1cccc(OCCOCC(O)CN2CCN(c3cccc(C(F)(F)F)c3)CC2)c1 (stereo not given),10
Cc1ccc(Cl)cc1N1CCN(C(=S)NCCc2ccccc2)CC1,4
CCc1cccc(C)c1NC(=O)c1ccc(CN2CCOCC2)cc1,-10
CCOC(=O)c1sc(NC(=O)COc2cc(C)ccc2C(C)(C)C)c(C(=O)OCC)c1C,1
COCC(O)CNC(=O)c1csc2nc(-c3ccc(C(F)(F)F)cc3)cn12 (stereo not given),7
COc1cccc(N2CCN(c3ncnc4onc(-c5ccc(Cl)cc5)c34)CC2)c1,6
CC1CN(C(=O)NCc2ccccc2)c2cc(Cl)ccc2O1 (stereo not given),0
COc1cccc(-c2nc(C(=O)N3CCN(C)CC3)nn2-c2ccccc2)c1,5
Oc1ccccc1/C=N/n1c(-c2ccc(Cl)cc2)n[nH]c1=S,-4
Cc1cc2c(n1-c1ccc(C(=O)NCCc3ccc(Cl)cc3)cc1)CCC(C)C2 (stereo not given),-11
COc1ccc(-n2c(=O)c3c(c4cc(OC)ccc4n3C)n(CC(=O)N3CCCC3)c2=O)cc1,-3
CSc1nc(N)nc(SCC(=O)Nc2c(C)cccc2C)c1C#N,1
Cc1ccsc1C1C2CN(Cc3ccccc3)CC=C2C(C#N)C(=N)C1(C#N)C#N (stereo not given),-5
C=CCNC(=O)Cc1coc2c(C)c(C)cc(C)c12,-3
COCCO[C@H]1[C@H](NC(=O)C(C)C)c2ccccc2C12CCN(C(=O)Cc1ccsc1)CC2,-3
Cc1ccc(-c2nc3c4ccccc4[nH]c(=O)n3n2)cc1,-1
O=C(CSc1nnnn1-c1ccccc1)Nc1ccc(Br)cc1Cl,0
CC(Oc1ccccc1)C(=O)N1CCN(Cc2cc(=O)n3nc(-c4ccccc4Cl)sc3n2)CC1 (stereo not given),5
COc1ccc2c(c1)c1c(c(=O)n(-c3ccc(OC)c(OC)c3)c(=O)n1Cc1ccccc1C)n2C,-1
O=C1CCC(C(=O)N2CCCO2)CN1CCCc1ccccc1 (stereo not given),3
CC(=O)Nc1ccc2c(c1)C(=O)N(C)C2=O,0
COc1ccc(C(=O)Nc2ccc(Cl)cc2C(=O)N2CCCCC2C)cc1 (stereo not given),3
O=C(Nc1ccccc1OCc1cc(=O)n2ccccc2n1)c1cccc(Br)c1,2
COc1ccc(Cl)cc1NC(=O)CSc1nc2ccccc2nc1N1CCCCC1,-14
Cc1ccc(S(=O)(=O)N(CC(=O)Nc2ccc(C(C)C)cc2)Cc2ccccc2)cc1,-3
CCCCCC1(C(=O)OCC)C(=O)OC(C(=O)NC2CCCCC2)C1C (stereo not given),0
CCOC(=O)c1c(-c2ccc(C(C)C)cc2)csc1NC(=O)CSc1ccccc1,1
O=C1CCC(CCC(=O)N2CCCC(OCc3ccccc3)C2)(Cc2ccccc2)N1 (stereo not given),-7
COC(=O)C1=C2C(=O)NCCN2C2=C(C(=O)CCC2)C1c1ccc(O)cc1 (stereo not given),-1
CCC(CC)NC(=O)C(CC)c1ccccc1 (stereo not given),-2
CCCc1[nH]nc2c1C(c1ccccc1OCc1ccccc1Cl)C(C#N)C(=N)O2 (stereo not given),1
CC(=O)N1CCCc2cc(S(=O)(=O)N(C)CC(=O)Nc3ccc(F)c(Cl)c3)ccc21,-6
Cc1ccc(S(=O)(=O)N2CCCc3cc(NS(=O)(=O)c4cccc(Cl)c4)ccc32)cc1,-9
COc1ccccc1N=C1NC(=O)/C(=C/c2ccccc2OCC(=O)Nc2ccccc2)S1,-5
Cc1c(C(=O)N(C)c2cccc(C(F)(F)F)c2)cnn1-c1ccccc1,1
O=C(Cn1ncc2c3ccccc3n(Cc3ccc(Cl)cc3)c2c1=O)NCc1ccccn1,-2
Cc1cc(C)c(S(=O)(=O)NCCc2cc3c(C)ccc(C)c3[nH]c2=O)c(C)c1,2
CCCc1c(C)[nH]c2ccc(Br)cc2c1=S,-3
Cc1cc(C)n(-c2nc3ccccc3nc2N2CCN(C)CC2)n1,1
Cc1ccc(C2CC(c3ccc(Cl)cc3)=Nc3nc(NC(=O)c4ccco4)nn32)cc1 (stereo not given),-7

# No new results follow: 6 of the compounds above.
SMILES,RBX1-CUL1 inh
CC(=O)Nc1ccc2c(c1)C(=O)N(C)C2=O,0
COc1ccc(C(=O)Nc2ccc(Cl)cc2C(=O)N2CCCCC2C)cc1 (stereo not given),3
O=C(Nc1ccccc1OCc1cc(=O)n2ccccc2n1)c1cccc(Br)c1,2
COc1ccc(Cl)cc1NC(=O)CSc1nc2ccccc2nc1N1CCCCC1,-14
Cc1ccc(S(=O)(=O)N(CC(=O)Nc2ccc(C(C)C)cc2)Cc2ccccc2)cc1,-3
CCCCCC1(C(=O)OCC)C(=O)OC(C(=O)NC2CCCCC2)C1C (stereo not given),0

# The results go on:
SMILES,RBX1-CUL1 inh
c1ccc2c(c1)ccc1nnc(SCCN3CCCCC3)n12,2
COc1ccc(NC(=O)C2=C(C)C(=O)OC23CCN(C(C)C)CC3)cc1Cl,3
Cc1ccc(S(=O)(=O)Nc2ccccc2C)cc1,-4
O=C(NCC(c1ccc(Cl)cc1)N1CCOCC1)c1ccccc1F (stereo not given),1
Cc1nc(NC(=O)c2cncc(Br)c2)ccc1Br,4
COc1cc(/C=C2/CC/C(=C/c3ccc(O)c(OC)c3)C2=O)ccc1O,-4
O=C(NC(C(F)(F)F)C(F)(F)F)OCc1ccc(F)cc1,2
O=C1ON=C(c2ccccc2)/C1=C/c1ccc(Br)s1,-5
COc1ccc(NC(=O)c2c(NC(=O)c3cccc(C)c3)sc3c2CCC3)cc1,4
CN(C)C(=O)c1cc(-c2cnn(C)c2)nc2cc(F)ccc12,11
Cc1ccc(CN2CC(c3ncc(-c4ccccc4F)[nH]3)CC2=O)cc1 (stereo not given),-7
CC1(C(=O)O)CCCCCCC1O (stereo not given),3
Nc1nc(-c2ccc(Cl)cc2)nn1S(=O)(=O)c1ccc(Cl)cc1,-4
COc1ccc(OCC(=O)NCC(c2ccc(OC)cc2)N2CCCCC2)cc1 (stereo not given),-3
COc1cc(CNc2ccc(N3CCOCC3)c(Cl)c2)cc(Cl)c1OCC(=O)NC(C)(C)C,-5
O=C1OCCN1CCNCc1c(C(=O)N2CCCCCCC2)nc2ccc(Cl)cn12,-6
COc1cccc(/C=N\NC(=O)CCc2c(C)n[nH]c2C)c1OC,0
CCCCCC(=O)N(CN1C(=O)c2ccccc2C1=O)c1ccccc1OC,-5
CCOC(=O)c1cc(-c2ccc(/C=C3/C(=O)ON=C3C)o2)ccc1Cl,-2
COc1ccc(CNCCNC(C)=O)c(OCC(O)CN2CCCC2)c1 (stereo not given),-2
CC(CCn1cccn1)NC(=O)c1coc(CN2CCc3ccccc3C2)n1 (stereo not given),11
Cc1ccc(CNc2cccc(C(=O)O)c2C)cc1,-7
CCOc1ccc(Oc2nc(NCC(C)C)nc(N3CCOCC3)n2)nn1,-7
COc1ccc2c(c1)C(N1CCN(C)CC1)Cc1ccc(F)cc1S2 (stereo not given),-4
O=C(CC1(O)C(=O)N(Cc2cccc3ccccc23)c2ccccc21)c1ccccc1O (stereo not given),1
COc1cc(C=C2C(=O)OC3(CCCC3)OC2=O)ccc1OCc1ccccc1,2
CO/C=C/C1C(c2ccccc2)C(C#N)=C(c2ccccc2)OC1(OC)OC (stereo not given),0
CCC(Nc1ccc(-c2nc(-c3cccnc3)no2)cc1[N+](=O)[O-])c1ccccc1 (stereo not given),1
Cc1cc(C)cc(Oc2coc3cc(OCC(=O)OC4CCCCC4)ccc3c2=O)c1,6
COc1ccc(N2C(=O)C(CC(=O)Nc3ccc(F)cc3)N(CCC3=CCCCC3)C2=O)cc1 (stereo not given),3
COc1ccccc1-c1noc(CCCC(=O)Nc2cccc(C(F)(F)F)c2)n1,-1
Cc1ccc(C)c(N2CCN(c3c(CN4CCCC4)c(=O)oc4ccccc34)CC2)c1,10
CCC(CC)C(=O)Nc1sc2c(c1C#N)CCC(C(C)(C)CC)C2 (stereo not given),1
CCc1ccc(S(=O)(=O)N2CCN(C(=O)C3CC3)CC2)cc1,5
CCOC(=O)C1CCCCN1C(=O)CCc1nnc(-c2ccc3c(c2)OCO3)o1 (stereo not given),5
Fc1ccc(CNc2ccc(N3CCOCC3)cc2)cc1,8
O=S(=O)(Cc1ccccc1F)N1CCCCC1,0
O=C(O)c1ccccc1SC1C(=O)CCCC1=O,8
COC(=O)c1sc(S(=O)(=O)N2CCC(C)CC2)c(C(=O)OC)c1C,3
O=C(ON1C(=O)CCC1=O)c1ccccc1Br,21
N#Cc1ccc(/C=N/NC(=O)c2ccc(Br)o2)cc1,-7
NOCC1NC(=O)C(CON)NC1=O (stereo not given),8
O=[N+]([O-])c1ccc(C(O)C[n+]2ccccc2)cc1 (stereo not given),8
CC1CCN(CC(O)COC23CC4CC(CC(C4)C2)C3)CC1 (stereo not given),-13
CCOC(=O)c1c(C)[nH]c(C)c1S(=O)(=O)N1CCC(C(=O)NCc2ccccc2Cl)CC1,-4
CC(=O)c1cc(CN2CCc3[nH]nc(-c4ccccc4F)c3C2)cs1,8
CCc1nn(CCCC(=O)NCc2ccc(OC)c(OC)c2)c(=O)c2cc3occc3n12,-4
Cc1cn2c3c(=O)[nH]c(=O)n(C)c3nc2n1CCN1CC(C)CC(C)C1 (stereo not given),7
O=C(CCn1cnc2onc(-c3ccc(F)cc3)c2c1=O)N1CCN(c2cccc(Cl)c2)CC1,2
CC(C)(C)N1CCN(C2Cc3ccccc3Sc3ccc(Cl)cc32)CC1 (stereo not given),3
O=C1S/C(=C\c2cc(Cl)c(O)c(Cl)c2)C(=O)N1c1cccc(Cl)c1,5
COCCN1C(=O)CC(CC(=O)N(CC2CCC2)CC2CCCO2)(c2ccccc2F)C1=O (stereo not given),-5
COc1cccc(NC(=O)C2CCCN2S(=O)(=O)c2ccc3c(c2)n(C)c(=O)c(=O)n3C)c1 (stereo not given),-9
c1ccc(-n2ncc3c(N4CCCC4)ncnc32)cc1,3
COC(=O)c1sc(NC(=O)C(F)(F)F)nc1C,-12
C=CCN(CC=C)C(=O)c1ccccc1OC1CCN(C(=O)c2cccnc2)CC1,-6
COc1cc(N2C(=O)c3ccccc3C2=O)c2ncccc2c1OC,-6
Cc1ccccc1OCC(=O)Nc1nnc(COc2ccccc2Cl)s1,-2
COC(=O)C(NC(=O)Cc1ccccc1)(Nc1ncc(C(F)(F)F)cc1Cl)C(F)(F)F (stereo not given),-5
CC(=O)c1cc(-c2ccc(F)cc2)n(CC(=O)NCc2ccc(C)cc2)c1C,-9

# The list goes on, overlapping the part above by five compounds.
SMILES,RBX1-CUL1 inh
C=CCN(CC=C)C(=O)c1ccccc1OC1CCN(C(=O)c2cccnc2)CC1,-6
COc1cc(N2C(=O)c3ccccc3C2=O)c2ncccc2c1OC,-6
Cc1ccccc1OCC(=O)Nc1nnc(COc2ccccc2Cl)s1,-2
COC(=O)C(NC(=O)Cc1ccccc1)(Nc1ncc(C(F)(F)F)cc1Cl)C(F)(F)F (stereo not given),-5
CC(=O)c1cc(-c2ccc(F)cc2)n(CC(=O)NCc2ccc(C)cc2)c1C,-9
CCOCC(=O)Nc1cccnc1,-5
S=c1nc(-c2ccncc2)[nH][nH]1,0
CCOc1cc(C(=O)Nc2scc(-c3ccc(-c4ccccc4)cc3)c2C(=O)OC)cc(OCC)c1OCC,-4
CCS(=O)(=O)N(C)c1ccc(C(=O)NC2CCCCCC2)cc1,5
COc1ccc(C(CC(=O)NCc2ccncc2C)c2ccccc2)cc1 (stereo not given),-4
CC(=O)Nc1cccc(NC(=O)C2CCN(S(=O)(=O)N(C)C)CC2)c1,9
CC1(C)OC(C)(C)/C(=C/N2CCCCC2)C1=O,-2
CCOc1cc(Br)c(C2C3=C(N=C(C)C2C(=O)OC)c2ccccc2C3=O)cc1OCC (stereo not given),-2
COc1ccccc1C1SC(c2ccccc2)(c2ccccc2)OC1=O (stereo not given),-2
O=[N+]([O-])c1ccccc1-c1ccc(-c2ccccc2)cc1[N+](=O)[O-],0
COc1ccc(NC(=O)Cn2c(=O)n(Cc3ccco3)c(=O)c3sc4ccccc4c32)c(OC)c1,-2
CCOC(=O)c1ccc(NC(=O)CCn2c(=O)c3cccn3c3ccccc32)cc1,-4
COC(=O)c1sc(=S)n(-c2ccccc2)c1SC,-6
CCS(=O)(=O)c1ncc(CN2CCN(C(C)=O)CC2)n1CCc1ccccc1,4
C=CCSc1nnc2c(n1)OC(c1ccc(OC)c3ccccc13)Nc1ccccc1-2 (stereo not given),-6
CC[C@@H](C)[C@@H](C(=O)Nc1ccc(C)cc1)N1Cc2ccccc2C1=O,-1
COc1ccc(C(Cc2ccccc2)NC(=O)c2cccc(Cl)c2)cc1OC (stereo not given),-1
COc1ccccc1C1=NC(C(F)(F)F)(C(F)(F)F)N=C(N(C)C)O1,0
CCOC(=O)[C@]12C(=C(c3ccccc3)OC3C4C=CC(C4)C31)C(=O)C(=O)N2c1ccccc1 (stereo not given in full),-7
CCC(=O)Nc1ccc(C(C)(C)C)cc1C(=O)O,9

# Six entries from above in a different format:
SMILES	RBX1-CUL1 inh
O=C1CCC(C(=O)N2CCCO2)CN1CCCc1ccccc1 (stereo not given)	3
COCCN1C(=O)CC(CC(=O)N(CC2CCC2)CC2CCCO2)(c2ccccc2F)C1=O (stereo not given)	-5
CCOC(=O)[C@]12C(=C(c3ccccc3)OC3C4C=CC(C4)C31)C(=O)C(=O)N2c1ccccc1 (stereo not given in full)	-7
Cc1ccc(S(=O)(=O)Nc2ccccc2C)cc1	-4
COc1ccc(NC(=O)Cn2c(=O)n(Cc3ccco3)c(=O)c3sc4ccccc4c32)c(OC)c1	-2
CCCc1[nH]nc2c1C(c1ccccc1OCc1ccccc1Cl)C(C#N)C(=N)O2 (stereo not given)	1

# The list continues:
SMILES,RBX1-CUL1 inh
O=C(NCCN1CCCCC1)c1cccc(Cl)c1Cl,0
CCc1ccc(NC(=O)c2ccc3[nH]c(C)c(C)c3c2)cc1,-9
CC1(C)CCCC(COC(=O)c2ccccc2)=C1CS(=O)c1ccccc1 (stereo not given),-7
COc1ccc(CCNC(=O)c2cc3n(n2)CCCN(Cc2ccc(C)cc2)C3=O)cc1OC,-4
Cc1cccc(Cn2nnc3c(=O)[nH]c(C4CCN(C(=O)c5ccc(F)cc5)CC4)nc32)c1,0
Cc1ccc2c(c1)CN(CCC(=O)NCC(c1cccnc1)N1CCCCC1)CC(C)O2 (stereo not given),5
CCN1CCC(NC(=O)c2sc3cc(F)ccc3c2Cl)CC1,1

# Screening results from PubChem.

# A portion of the library. The share of hits here may be higher or lower than overall.
